CHRM5 PAM – human M5 muscarinic receptor positive allosteric modulators, primary screen, CHO-K1 cells, Fluo-8 calcium fluorescence; CHO-K1 hM5, ACh EC20 PAM; 0% = ACh EC20, 100% = ACh EC100; activation, % at 3 µM; hit rate 0.3% among 360,000;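 active means activation above the run cutoff, the mean activation of all test compounds plus 3 SD, cut at about 18% in these data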
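Assay system – human M5 receptor in CHO-K1 cells · Read-out – % activation, ACh-normalized · Technique – Fluo-8 calcium fluorescence · Dosing – single-point, 3 µM nominal · Incubation – Fluo-8 loading 80 min at 37 °C plus 30 min room temperature · Repeats – singlicate, one well per test compound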
CRFR2-BP antag – antagonists of CRF-BP/CRF-R2 complex, primary screen, cell-based, HEK293, calcium dye fluorescence, uHTS; CRF-induced calcium fluorescence; AID 588475, 2011; hit rate 0.59% among 350,000; inhibition, % at 11.8 µM;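 active means inhibition of the ligand-induced calcium signal above about 50% at the single tested concentration, limit read from the data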
M5 ag – human M5 muscarinic receptor agonists, primary screen, CHO-K1 cells, Fluo-8 calcium fluorescence | Muscarinic acetylcholine receptor M5 (Homo sapiens), P08912 | CHO-K1 hM5 cells; 0% DMSO wells, 100% maximal acetylcholine response | activation, % at 3 µM | hit rate 0.19% among 360,000;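 active means activation above the run's mean over test compounds plus 3 SD, cut at about 23% in these data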;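 further: signal is peak over basal fluorescence ratio across the kinetic read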
CRFBP-R2 agonist – agonists of CRF-BP/CRF-R2 complex, primary screen, cell-based, HEK293, calcium dye fluorescence, uHTS | CRF-binding protein / CRF receptor 2 complex (human) | calcium dye fluorescence (FLIPR); percent of saturating CRF peptide response | activation, % at 13.2 µM | hit rate 0.46% among 350,000 | AID 588473, 2011;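 active means activation of at least 50%, plus an integration ratio under a set limit after plate pattern correction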;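 further: plate controls were neutral control wells without compound for no effect and CRF at EC100 for full effect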
CHRM4 agonist – human M4 muscarinic receptor agonists, primary screen, CHO-K1 cells, Fluo-8 calcium fluorescence | Muscarinic acetylcholine receptor M4 (Homo sapiens), P08173 | CHO-K1 hM4/Gqi5; vehicle 0%, full acetylcholine response 100% | activation, % at 3 µM | hit rate 0.14% among 360,000;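 active means activation above the run mean over all test wells plus 3 SD, cut at about 32% in these data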;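 further: peak over basal fluorescence ratio per well then scaled between controls; 0% = DMSO wells and 100% = acetylcholine at EC100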
CHRM5 antagonist – human M5 muscarinic receptor antagonists, primary screen, CHO cells, Fluo-8 calcium fluorescence; CHO-hM5 cells, ACh EC80; inhibition, % at 3 µM; hit rate 0.59% among 360,000; AID 624040, 2012;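 active means inhibition above a per-plate cutoff, the mean of that plate's test compounds plus 3 SD, cut at about 27% in these data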;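 further: 0% = acetylcholine EC80 with DMSO and 100% = DMSO without agonist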
M4 antag – human M4 muscarinic receptor antagonists, primary screen, CHO cells, Fluo-8 calcium fluorescence. inhibition, % at 3 µM. CHO-hM4 cells, ACh EC80. hit rate 0.73% among 360,000. AID 624125, 2012;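 active means inhibition above its plate's cutoff, the mean inhibition of sample wells plus 3 SD, cut at about 27% in these data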;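 further: 0% = acetylcholine EC80 with DMSO and 100% = DMSO without agonist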
M4 PAM – human M4 muscarinic receptor positive allosteric modulators, primary screen, CHO-K1 cells, Fluo-8 calcium fluorescence; hit rate 0.4% among 360,000; AID 624126, 2012; activation, % at 3 µM; CHO-K1 hM4/Gqi5, ACh EC20; 0% = ACh EC20, 100% = maximal ACh; Muscarinic acetylcholine receptor M4 (Homo sapiens), P08173;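 active means activation above its plate's cutoff, the mean activation of sample wells plus 3 SD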; further: some results filed as inactive read as strong as hits
IDE cell inh – human IDE inhibitors in live cells, primary screen, fluorescence polarization, HEK cells, FAbetaB substrate; inhibition, % at 5.59 µM; FAbetaB cleavage; Insulin-degrading enzyme (Homo sapiens), P14735; hit rate 0.41% among 320,000;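 active means percent inhibition above the average of all tested compounds plus 3 SD, set per screening campaign, cut at about 16% in these data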;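 further: IDE supplied by intact live HEK cells; FP after avidin binding of uncleaved biotin substrate so inhibition keeps polarization high; 0% = DMSO wells and 100% = 60 µM reference IDE inhibitor Ii1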
An asterisk follows results filed as active; nt = no result given. Rows are unselected. Share with any hit: about 2.9%.

SMILES	CHRM5 PAM	CRFR2-BP antag	M5 ag	CRFBP-R2 agonist	CHRM4 agonist	CHRM5 antagonist	M4 antag	M4 PAM	IDE cell inh
O=C(COc1ccc(Cl)cc1Cl)c1ccc[nH]1	0	-27	-5	-0.7	1	1	-7	0	0
O=C(NCC1CCOCC1)c1cc(COc2cccc(C(F)(F)F)c2)on1	1	-7	4	0.9	4	-11	0	1	4
COc1cc(SC)ccc1C(=O)NCCOc1ccc(F)cc1	-6	-1	-1	-0.7	3	8	-2	6	0
CCOc1ccc(NC(=O)COC(=O)c2cc(C)oc2C)cc1	1	-17	3	4.3	-1	-5	2	3	4
Cc1ccc(N(CC(=O)NCCc2ccccc2)C(=O)c2csnn2)cc1	-2	-10	-2	0.7	1	6	12	1	-1
O=C(c1ccc(-n2cccc2)cc1)N1CCOCC1	7	10	-4	1.4	0	-7	-2	5	7
Cc1cccc(C)c1NC(=O)C(C1CC1)n1c(=O)c(-c2ccco2)nc2ccccc21 (stereo unspecified)	-3	nt	1	nt	3	12	-10	8	nt
COc1ccc(Br)c(Cn2c(C)c(C(=O)NCCC#N)sc2=O)c1	3	nt	-1	nt	2	-5	-3	11	nt
Cc1ccc(SCc2ccc(C(=O)NCc3ccncc3)cc2)cc1	-13	6	3	0.1	9	3	1	-8	15
Cc1cc2c(c(SCC(=O)NCc3ccc(Cl)cc3)n1)C(=O)OC2	6	12	-18	-0.2	0	3	-2	-3	-6
CCC(=O)Nc1ccc(NC(=S)NC(=O)/C=C/c2ccccc2)cc1	-3	-11	-1	1.3	1	5	-1	1	0
CC(=O)c1cc2c(cc1C)CCCC2(C)C	-5	-1	0	-2.2	1	-9	-4	-1	nt
Cc1cc2c(cc1S(=O)(=O)CCC(=O)Nc1cccc(C(F)(F)F)c1)OCC(=O)N2	-1	-22	-1	1.0	1	7	-7	0	-2
CCN(CC)CCN(C(=O)c1ccc(C(C)=O)cc1)c1nc2ccc(Cl)cc2s1	8	-3	-14	-0.1	3	1	-7	0	-5
CC(=O)c1ccc(NC(=S)NC(NC(=O)c2ccco2)C(Cl)(Cl)Cl)cc1 (stereo unspecified)	-11	-7	27*	2.2	12	4	-12	3	2
CCOC(=O)[C@]12CCCC=C1N(Cc1ccc(Cl)cc1Cl)C(=O)[C@H](CC(=O)NCc1ccccc1)C2	-7	nt	0	nt	0	-1	-11	4	nt
O=[N+]([O-])c1cc(S(=O)(=O)N2CCCC2)ccc1OCCOc1ccccc1	-11	4	0	0.5	17	4	-7	-3	0
Cc1sc2nc(SCC(=O)NCc3cccs3)[nH]c(=O)c2c1C	1	-11	-5	-1.9	0	-8	-1	13	-1
CC(C)(C)OC(=O)NCCC(=O)N/N=C/c1cccc2cccnc12	7	7	2	0.2	4	-3	-1	-2	2
Cc1ccc(CNC(=O)Cn2ccc3cc(S(=O)(=O)N4CCCC4)ccc32)o1	3	-3	-2	-1.3	1	2	-1	6	0
CCCn1c(N)c(C(=O)CSc2nnc3ccccn23)c(=O)n(C)c1=O	-4	-10	0	2.6	2	3	0	27*	nt
O=C(O)CC(NC(=O)CCc1ccccc1)c1ccc(Cl)cc1 (stereo unspecified)	3	-10	-3	-3.4	0	3	-5	7	0
O=C(Nc1ccc(N2CCOCC2)cc1N1CCOCC1)c1ccc([N+](=O)[O-])cc1Cl	6	-2	-4	1.2	1	-20	-15	2	7
CCCn1nc(C(=O)Nc2ccc(S(=O)(=O)Nc3ncccn3)cc2)c2ccccc2c1=O	5	-3	-18	-0.8	1	7	3	19	-2
O=C(C1CCCN(S(=O)(=O)c2ccc(Br)s2)C1)N1CCCCCC1 (stereo unspecified)	-6	2	-5	-0.5	5	1	7	-7	-6
CC1=C(C#N)S(=O)(=O)C(C#N)C(c2ccccc2)C1 (stereo unspecified)	-3	9	-1	-0.6	1	6	7	0	1
O=C(O)CSCCc1ccccn1	9	-3	-2	-1.0	1	-4	9	5	-1
O=C(COc1ccc(/C=N/NC(=O)c2cc3ccccc3o2)cc1Br)Nc1ccccc1	-4	-24	-1	2.4	1	19	-1	2	-6
O=C(NN1CCOCC1)c1sc2cccc(F)c2c1Cl	-2	-8	-1	-3.6	2	12	6	-7	1
CC1(C)CC(=O)C(C=NC2CC(C)(C)NC(C)(C)C2)=C(O)C1	1	-8	2	0.6	1	-6	-1	12	-5
O=C(Nc1ccc(F)cc1)NC1(C(=O)NCc2ccco2)CCCCC1	-4	-1	1	-1.4	0	8	7	15	9
COc1ccc(CC(=O)NNC(=O)c2ccccc2)cc1OC	10	1	-1	-0.7	-1	2	3	2	-2
O=C(CSc1nnc(-c2ccco2)n1Cc1ccccc1)NC(=O)NCc1ccco1	2	9	-1	-2.3	2	-4	4	4	-7
Cc1nc2ccccc2n1CC(O)COc1ccccc1Cl (stereo unspecified)	-25	5	3	-0.3	11	24	30*	-25	0
CCN(CC)c1ccc(/C=N/NC(=O)Nc2nonc2N)cc1	6	-10	-3	-12	0	-7	1	-6	1
Cc1ccc(C(=O)Nc2ccc(F)c(S(=O)(=O)N3CCOCC3)c2)s1	-10	-4	2	0.8	15	22	-6	-3	1
NCCCC[C@@H]1NC(=O)c2cc([N+](=O)[O-])cc(F)c2NCCCC[C@@H](C(N)=O)NC(=O)CNC1=O	-10	2	3	-0.3	0	9	6	10	5
Cc1ccc2c(c1)NC(=O)C(CC(=O)Nc1ccc(Br)c(C)c1)O2 (stereo unspecified)	2	0	-3	3.3	1	12	-7	-1	5
O=C(COc1ccc(Cl)cc1)N1CCN(S(=O)(=O)c2cc(F)ccc2F)CC1	-3	2	0	0.4	5	0	-14	-1	nt
Cc1noc(C)c1COc1ccccc1C(=O)NCc1ccco1	-3	-3	-1	-0.9	2	10	6	-3	-1

Rewritten with each value named: 3 of the compounds above
O=C(COc1ccc(/C=N/NC(=O)c2cc3ccccc3o2)cc1Br)Nc1ccccc1
  CHRM5 PAM: -4 | CRFR2-BP antag: -24 | M5 ag: -1 | CRFBP-R2 agonist: 2.4 | CHRM4 agonist: 1 | CHRM5 antagonist: 19 | M4 antag: -1 | M4 PAM: 2 | IDE cell inh: -6

O=C(COc1ccc(Cl)cc1Cl)c1ccc[nH]1
  CHRM5 PAM: 0 | CRFR2-BP antag: -27 | M5 ag: -5 | CRFBP-R2 agonist: -0.7 | CHRM4 agonist: 1 | CHRM5 antagonist: 1 | M4 antag: -7 | M4 PAM: 0 | IDE cell inh: 0

Cc1noc(C)c1COc1ccccc1C(=O)NCc1ccco1
  CHRM5 PAM: -3 | CRFR2-BP antag: -3 | M5 ag: -1 | CRFBP-R2 agonist: -0.9 | CHRM4 agonist: 2 | CHRM5 antagonist: 10 | M4 antag: 6 | M4 PAM: -3 | IDE cell inh: -1

The list goes on:
SMILES	CHRM5 PAM	CRFR2-BP antag	M5 ag	CRFBP-R2 agonist	CHRM4 agonist	CHRM5 antagonist	M4 antag	M4 PAM	IDE cell inh
CCOC(=O)c1c(N2C(=O)Nc3ccccc3N2O)n[nH]c1-c1cccc(OC)c1	4	30	-2	-0.3	0	-7	-2	-2	4
N#CC1=C(N)NC(SCc2ccccc2)=C(C#N)C12CCCCC2	-4	-5	2	-1.3	6	4	4	-8	5
CC(C)c1c(O)c2c(n(-c3ccccc3)c1=O)CCCC2	-3	12	0	-0.4	-1	2	9	-10	-2
COC(=O)c1ccccc1NC(=O)Nc1cccs1	-3	9	0	6.2	1	-4	2	6	2
CCOc1ccc(NC(=O)CCS(=O)(=O)c2ccc3c(c2)CCCN3C(C)=O)cc1	0	2	-3	-1.0	0	1	4	-6	9
Cc1ccc2cc(CCNS(=O)(=O)c3ccc(Cl)cc3)c(=O)[nH]c2c1C	-7	-12	4	-0.4	11	10	1	-14	0
CCCCN(C(=O)C1CCCO1)c1c(N)n(CCC)c(=O)[nH]c1=O (stereo unspecified)	10	-9	3	-2.4	-1	4	-6	0	-2
COc1ccc(CN(C)C(=O)CCC(=O)N2CCN(S(=O)(=O)c3ccc(Cl)cc3)CC2)c(OC)c1	-5	6	2	0.1	16	0	-5	-2	nt
Cc1cc(C)c(/C=C2\C(=O)Nc3ccccc32)[nH]1	-9	-72	12	31	22	5	4	-11	66*
O=C(COC(=O)Cc1ccccc1F)Nc1ccc(Cl)cn1	-2	-7	0	0.3	0	4	4	-7	0
CSc1nc2ccsc2c(=O)n1-c1ccccc1	9	3	0	0.2	-1	3	3	-2	-1
CCN(CC(=O)NCc1cccs1)C(=O)CCCOc1ccc(C(C)(C)C)cc1	-18	-3	-4	-0.8	8	13	-8	-3	4
CC(=O)Nc1ccc(OC(=O)c2ccc(Br)c([N+](=O)[O-])c2)cc1	-5	5	2	-0.3	6	7	9	-5	-1
COc1cccc(C(C(=O)NC(C)(C)C)N(CCc2ccccc2)C(=O)CCC(=O)Nc2cc(C)on2)c1OC (stereo unspecified)	-2	-3	-4	-0.6	-2	14	-2	-2	-4
Cc1ccccc1N1CC(C(=O)Nc2nnc(SCCN3CCOCC3)s2)CC1=O (stereo unspecified)	-3	3	-4	0.5	1	7	-1	0	4
CSc1nc(-c2ccc(Cl)cc2)nn1C(=O)c1ccccc1	0	-20	-2	-0.4	0	-4	-1	-1	-6
Cc1ccc(S(=O)(=O)NC(=O)NCc2ccc(Cl)cc2)cc1	-8	3	-4	-1.3	0	-2	-1	4	1
OC(COc1ccc2c(c1)OCO2)CN1CCN(c2ccc(F)cc2)CC1 (stereo unspecified)	-2	2	-1	-0.2	3	-3	-12	12	-3
COc1ccccc1C(CNC(=O)COc1ccccc1C)N1CCCC1 (stereo unspecified)	-14	1	-10	2.2	1	5	0	-5	-1
CCc1ccc(/C=N/NC(=O)c2cc(C3CC3)nc3ccccc23)s1	4	-7	-7	0.4	1	-4	-1	2	2
CC(=O)c1cccc(NC(=O)CCc2nc3sc4c(c3c(=O)[nH]2)CCCC4)c1	-2	-7	3	-0.9	8	-3	4	-2	-7
Cc1ccc(S(=O)(=O)c2nc(-c3ccccc3)oc2NCCCN2CCOCC2)cc1	1	44	-2	-0.2	1	-16	3	-3	nt
COc1ccc(NC(=O)[C@H](C)NS(=O)(=O)c2ccc(NC(C)=O)cc2)cc1Cl	0	-5	1	1.1	0	-1	1	1	nt
CCOC(=O)C1=NN2C(O)C3(C)CC(C(=O)OCC)=NN3C(O)C2(C)C1 (stereo unspecified)	-1	-6	4	0.8	0	6	0	0	nt
CN(CCc1ccccc1)C1CCCN(S(=O)(=O)CC(F)(F)F)C1 (stereo unspecified)	-2	-3	-2	0.7	0	0	3	-3	4
COc1ccccc1N(CC(O)Cn1c(C)nc2ccccc21)S(=O)(=O)c1ccccc1 (stereo unspecified)	-5	-9	-3	-1.0	1	16	8	-5	2
O=C(c1cc(Sc2ccc(Cl)cc2)nc2ccccc12)N1CCN(c2ccccn2)CC1	-8	5	-1	-0.8	5	4	-1	-11	1
Cc1cc2oc(=O)cc(CNc3ccccc3F)c2cc1O	-7	3	0	-0.4	8	10	11	-8	5
C=CCn1c(SCC(=O)NCC(=O)OCC)nnc1-c1cccc(OC)c1	1	6	-2	-0.8	0	1	0	7	3
COc1ccccc1Cc1c(-c2ccco2)nc2c3ccccc3ccn12	-11	nt	-4	nt	-1	10	6	-4	nt
